HSF-1 act: increases HSF-1 driven luciferase reporter signal | NIH3T3-HGL HSF-1 luciferase reporter, MG132, 8 h; 100% = twice DMSO control signal | activation, % at 9 µM | hit rate 1.7% among 300,000 | AID 504408;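 active means mean replicate activation of at least 50% with a set share of replicates each reaching 50%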;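 further: 0% = median of the neutral control wells and 100% = twice that signal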
SKKanGAS inh: blocks kanamycin growth of S. pyogenes SKKanGAS strain. hit rate 1.3% among 300,000. inhibition, % at 7.5 µM. BacTiter-Glo, 6 h;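 active means mean replicate score, as percent of positive control median, at least 50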;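 further: strain carries kanamycin resistance gene driven by streptokinase promoter and grows in 40 µg/ml kanamycin; loss of luminescence reflects streptokinase promoter inhibition or plain growth inhibition; 0% = median of DMSO wells and 100% = positive control at its reference dose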
KLF5 inhibitor: inhibitors of KLF5 expression; inhibition, % at 5 µM; AID 1700; hit rate 0.23% among 290,000; DLD-1 KLF5 promoter-luciferase reporter, luminescence;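 active means inhibition above a per-plate limit of that plate's mean compound inhibition plus 3 SD, cut at about 60% in these data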;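 further: 0% = DMSO wells and 100% = LY294002 at 200 µM; higher means less KLF5 promoter-driven luciferase light; inactives centre near -14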
HIF act: HIF pathway transcriptional activation; U2OS HRE-luciferase reporter, luminescence; normalized: DMSO 0%, desferrioxamine 100%; activation, % at 7.5 µM (by protocol); AID 1910; hit rate 0.32% among 300,000;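 active means mean activation of at least 10% of the iron chelator positive control signal, with at least half of replicates also reaching 10%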
aSyn 5UTR inh: 5' untranslated region of α-synuclein, MLPCN primary screen. alpha-synuclein 5'UTR reporter, inhibitor activity. inhibition, % (tested at 7.5 µM). hit rate 0.82% among 300,000. AID 1813; in the data active means inhibition above about 60%;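 further: H4 neuroglioblastoma cells stably carrying SNCA 5'UTR luciferase fusion; 0% = DMSO wells and 100% = positive control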
HSF1 inhib: HSF1 inhibition. activity change, negative = inhibition, % at 7.5 µM (by protocol). NIH3T3-HGL HSE-luciferase, MG132-induced, luminescence 8 h; hits give low values. hit rate 0.77% among 300,000. AID 2098;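 active means more than half of replicate wells show activity change below -50%, luminescence cut by over half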;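 further: luciferase reports HSF-1 transcriptional activity via heat shock element; 0% = median of DMSO wells and -100% = zero luminescence signal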
AI-2 QS mod: modulators of Vibrio harveyi AI-2 quorum sensing system; activity change, % at 7.5 µM; Vibrio harveyi JMH597 AI-2 luminescence/OD600 ratio, 9 h; hits give low values; strain lacks LuxN and CqsS sensors; 0 = neutral-control median; hit rate 0.4% among 300,000; in the data active means activity change below about -75%, passing the limit was not always enough;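 further: luminescence divided by OD600 gain over 9 h not by final OD600 alone; inactives centre near 13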
IEC-6 tox: counter-screen for KLF5 inhibitors: cytotoxicity in IEC-6 cells; IEC-6 cytotoxicity, luminescence viability; inhibition, % at 5 µM; hit rate 0.78% among 290,000; in the data active means inhibition above about 22%;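 further: 0% = plate median of test compound wells and 100% = cytotoxic reference compound wells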
HSP90 inh: blocks HSP90-mediated luciferase refolding in reticulocyte lysate; Rabbit reticulocyte lysate, luciferase refolding luminescence, 3 h; inhibition, % at 5.6 µM; hit rate 0.91% among 290,000;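 active means inhibition above the screen-wide mean plus 3 SD, computed separately per campaign, cut at about 16% in these data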;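 further: 0% = DMSO wells and 100% = 60 µM geldanamycin wells; inhibitors lower the luminescence because luciferase stays unfolded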
Platelet DG rel: modulates dense granule release in human platelets. human platelet-rich plasma, SFLLRN dense granule ATP release, luminescence. inhibition, %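 (compounds screened at 7.5 µM in platelet-rich plasma)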. hit rate 0.22% among 300,000;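 active means mean replicate score, as percent of positive control, at or above 50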
* hit, by the source's call; x = no result given.

SMILES	HSF-1 act	SKKanGAS inh	KLF5 inhibitor	HIF act	aSyn 5UTR inh	HSF1 inhib	AI-2 QS mod	IEC-6 tox	HSP90 inh	Platelet DG rel
CCOC(=O)N1CCN(C(=O)C(CC)n2nc(C)c3sc4ccccc4c3c2=O)CC1 (stereo not given)	9	5	-8	-0.2	17	10	21	6	1	-3
Cc1ccc(NS(=O)(=O)c2ccc(OCC(=O)NCc3ccccn3)cc2)cc1	5	1	-24	-0.5	-2	10	27	4	-1	2
O=C(NCCCN1CCCC1=O)Nc1ccc(Br)cc1Cl	-1	19	-17	0.8	-33	3	23	9	-1	3
CC(C)OCCCNC(=O)C1CCN(S(=O)(=O)c2ccc3nc4c(c(C(=O)O)c3c2)CCCCC4)CC1	-18	6	-16	-0.2	1	-2	12	-5	3	1
CCOc1nc(C)ccc1-c1noc(-c2cccnc2)n1	-55	-3	-17	1.9	-85	-45	4	5	1	0
O=C(CCC(=O)c1ccc(Oc2ccccc2)cc1)Nc1ccc(C(=O)O)cc1	-7	-4	-36	-0.9	-10	-9	14	-1	-3	11
CCn1c(N2CCN(C(=S)NCCc3ccccc3)CC2)nc2ccccc21	-5	7	-25	-0.6	29	0	19	-4	-3	-3
COc1ccc(NC(=O)Cn2c(=O)n(-c3ccccc3)c(=O)c3sccc32)c(OC)c1	-1	6	-17	-0.2	8	-1	32	-5	-4	0
COc1ccccc1C(=O)c1c(C)c(CCC#N)n2ccccc12	15	-3	-26	-0.7	2	6	8	0	-4	x
CCN(CC)S(=O)(=O)c1cc(NS(=O)(=O)c2cccc(C(=O)O)c2)ccc1C	-7	-20	-22	0.7	3	-5	21	-2	1	-4
CC(C)c1ccc(NC(=O)C(c2ccccc2)N2CCN(C=O)CC2)cc1 (stereo not given)	4	-4	-15	-1.5	-7	-11	14	-3	-3	x
CCOC(=O)Nc1ccc(NC(=O)c2c(OC)cccc2OC)cc1	-17	-2	-27	-0.1	7	-7	34	-9	-3	0
Cc1nn(C)c(C)c1CNC(=O)/C=C/c1ccccc1F	5	8	-14	-3.3	-10	2	20	0	5	-11
CC1(C)CC(N=C2C([N+](=O)[O-])=CC=C3C2=NC2(CCCCC2)N3O)CC(C)(C)N1	-1	1	3	0.1	-17	-3	24	1	0	5
COC(=O)Cc1ccc(NC(=S)NCCSc2ccc(Cl)cc2)cc1	6	-14	13	0.8	12	13	36	6	4	-5
CCC1(C)Cc2c(sc3nc(SC)nc(NCCN(C)C)c23)CO1 (stereo not given)	-3	-11	-38	0.0	9	-5	24	1	6	-1
Cc1nc(-c2ccccc2)sc1C(=O)CSc1ccc(Br)cc1	-16	17	-3	0.3	19	1	5	-3	-2	-1
O=C(COC(=O)C1CCN(C(=O)Nc2ccccc2)CC1)NCC(F)(F)F	-4	-15	-19	-0.5	7	4	28	0	2	2
COc1ccc(NC(=O)Nc2ccc(F)cc2)c(C)c1	6	0	-58	-0.4	8	-2	39	4	2	-1
Cc1ccc(CC(CC(=O)Nc2cccc(C(F)(F)F)c2)C(=O)O)cc1 (stereo not given)	7	3	-2	-0.2	-56	-1	5	-7	1	3
O=C(NCc1ccco1)c1ccc(Oc2ccccc2)cc1	30	-23	-79	1.6	-87	-3	-32	2	12	-4
CCCCn1nc(C(=O)Nc2nc3c(s2)CCCC3)c2ccccc2c1=O	-25	8	11	-0.1	28	-12	31	-2	0	-2
Cc1cc(Nc2ccccc2)nc(N2CCN(C(=O)c3ccc4c(c3)OCO4)CC2)n1	-2	-14	x	-0.3	6	1	20	x	x	-27
CCc1cc(C(=O)OC)c(NC(=O)CC2NCCNC2=O)s1 (stereo not given)	-9	0	-61	-0.1	2	-1	1	-2	-2	14
CC(C)OCCCNC(=O)C(NC(=O)c1ccc(Cl)cc1)C(C)C (stereo not given)	-15	2	-8	0.1	6	-8	10	-2	1	1

Carrying on:
SMILES	HSF-1 act	SKKanGAS inh	KLF5 inhibitor	HIF act	aSyn 5UTR inh	HSF1 inhib	AI-2 QS mod	IEC-6 tox	HSP90 inh	Platelet DG rel
CS/C(Nc1cc(Cl)ccc1Cl)=C(/C#N)C(=O)c1ccco1	54*	54*	-12	0.2	-7	27	12	1	2	3
O=C(c1cccc(Br)c1)N1CCN(S(=O)(=O)N2CCCCC2)CC1	-13	-6	-13	-0.2	15	-3	12	4	0	7
COc1ccc(C2/C(=C(/O)c3ccc(C)cc3)C(=O)C(=O)N2c2ccccn2)cc1 (stereo not given)	8	-3	-37	-1.7	-14	-8	46	2	-3	-8
COc1ccc(-c2ncncc2-c2csc(C)n2)c(O)c1OC	-10	-1	-19	0.2	-4	-11	2	-2	-2	-2
COc1cccc(N2CC(C)Cn3c2nc2c3c(=O)n(CCN3CCOCC3)c(=O)n2C)c1 (stereo not given)	26	3	-9	0.1	18	-1	-11	-1	0	-7
COCCN(C(=O)c1csnn1)C(C(=O)NC1CCCCC1)c1ccccc1 (stereo not given)	5	-1	15	-0.4	0	-9	26	7	-4	-5
C/C(=N/NC(=O)C1CCCN1C(=O)c1ccc([N+](=O)[O-])cc1)c1ccc(Br)cc1 (stereo not given)	-6	-2	-28	-4.0	9	2	27	-5	0	-3
CCc1ccc(-c2nc(CN3CCCC(C(=O)O)C3)c(C)o2)cc1 (stereo not given)	10	-4	-21	0.1	-12	-9	4	1	5	23
CC(C)N(CCCNC(=O)C1CCN(C(=O)c2cc3sccc3n2C)CC1)Cc1ccccc1	17	-8	-12	0.1	-45	-1	13	2	-1	-19
Cc1ccc(CNC(=O)c2ccc(N3CCCC3=O)cc2)cc1	1	-1	12	0.5	-21	-3	5	0	1	11
COc1cc(/C=C2\CCC(C3CCCC3)C2=O)ccc1OC(C)C (stereo not given)	8	-8	-22	2.0	-52	6	15	-2	-1	2
Cc1ccc(NP(=O)(c2ccc(N(C)C)cc2NC(=O)c2cccs2)N2CCOCC2)cc1 (stereo not given)	-14	5	5	-0.1	-91	-7	10	4	7	-6
COc1ccc(OC)c(CN2CCC(N3CCC(C(=O)NC4CC4)CC3)CC2)c1	8	2	-8	0.3	5	8	22	-2	-5	3
Cc1ccc(S(=O)(=O)N(C)C)cc1NC(=O)Nc1ccccc1F	2	-1	-17	-0.7	7	-1	11	8	1	2
O=C1CCCN1CCCNC(=S)Nc1ccc(Br)cc1Cl	-4	19	-17	0.6	-11	1	16	-7	-5	-1
Cc1cc2c(cc1C)C(c1cccc([N+](=O)[O-])c1)CC(=O)N2 (stereo not given)	63*	4	-23	0.0	45	33	5	-1	-1	-8
Cc1cc2c(ncn2C)c(NS(=O)(=O)c2ccc(Cl)cc2)c1C	-6	7	-5	-0.2	21	-7	17	-2	2	4
C/C=C(\C)C(=O)NCCN1C2=NC[C@H](C)N2C[C@@H]1Cc1ccc(OC)cc1	-16	-2	-13	-0.1	14	-6	1	2	4	0
CCCCCN(C(=O)CCC(=O)OCC(=O)N1CCC(C)CC1)c1c(N)n(CCCC)c(=O)[nH]c1=O	-3	-5	x	0.3	-6	-1	30	x	x	-1
CCOC(=O)N/N=C(C)/C=C/c1ccco1	10	2	10	0.2	-30	8	14	3	-3	1
Cc1ccc(NC(=O)Cc2nnc(SCC(=O)c3ccc(Br)cc3)n2C)cc1Cl	14	0	-9	-0.3	46	-1	27	1	1	-4
CCCCOc1ccc(C(=O)N/C(=C/C=C/c2ccccc2)C(=O)NC)cc1	31	-7	-26	0.4	20	1	6	-8	-2	-5
Cc1cc(NC(=O)C(C)SCC(=O)Nc2ccccc2OC(F)F)no1 (stereo not given)	18	-14	-37	-0.3	-9	4	13	-2	3	-28
CC(NCc1cc(Br)ccc1OCC(=O)NCc1ccccc1)c1ccccc1 (stereo not given)	18	-3	-1	-2.0	22	10	49	3	-1	9
NCCCC[C@@H]1NC(=O)c2cc([N+](=O)[O-])cc(F)c2NCCCC[C@@H](C(N)=O)NC(=O)[C@H](CCC(N)=O)NC1=O	0	0	-11	-1.6	15	-5	9	4	-2	-3

More entries follow:
SMILES	HSF-1 act	SKKanGAS inh	KLF5 inhibitor	HIF act	aSyn 5UTR inh	HSF1 inhib	AI-2 QS mod	IEC-6 tox	HSP90 inh	Platelet DG rel
O=C(COc1ccccc1)NC1CCCc2ccccc21 (stereo not given)	-2	-2	-42	0.2	9	-3	10	-8	0	3
O=C(Cn1nnc2ccccc21)c1cccc([N+](=O)[O-])c1	-13	3	-11	-0.1	-3	6	3	6	-1	-7
O=C(CNC(=S)NC(=O)c1ccccc1)c1ccccc1	-3	3	-19	0.9	-83	0	0	-9	0	-6
COC(=O)c1ccc(C)c(NC(=O)Cc2ccc([N+](=O)[O-])cc2)c1	-23	-14	2	0.2	28	0	6	2	1	-2
Cc1cc(C)cc(NC(=O)CSc2ccc(-c3cccs3)nn2)c1	4	-7	-6	0.4	15	5	54	1	5	4
CCOc1ccc(CCNC(=O)COc2cccc(-n3cnnn3)c2)cc1OCC	9	15	x	1.2	26	4	29	x	x	3
O=C(CCC1CCCCC1)Nc1ccccc1-c1ccccc1	-10	7	11	0.5	41	2	36	-6	-1	7
COc1ccc2cc3cc(C(=O)NCc4ccccn4)oc3nc2c1	11	0	-19	0.1	-10	-5	15	-2	-1	x
NC(=O)CSCc1c(Cl)cccc1Cl	47	-3	-4	-0.1	23	3	-18	-2	-3	0
COc1ccc(NC(=O)Nc2nnc(Cc3ccc(OC)c(OC)c3)s2)cc1	0	-4	-25	-24	22	-2	-18	1	-4	-2
Cc1ccc(O)c(NC(=O)CN(C)S(=O)(=O)c2ccc(Cl)cc2)c1	42	5	-9	-0.3	-55	40	1	1	1	12
CCc1ccc(OCC(=O)Nc2cc(S(=O)(=O)CC)ccc2O)cc1	29	-4	-6	-0.9	17	2	19	8	1	7
COc1ccc(-c2cnnc(N/N=C/c3ccc(OC)c(OC)c3)n2)cc1	-12	-2	-14	1.2	5	-5	21	0	0	-5
Cc1ccc(C)c(OCCN2CCOCC2)c1	-5	2	-3	-0.3	3	-6	14	1	1	-2
NC(=O)c1ccc(C(F)(F)F)n(Cc2ccc(F)c(F)c2)c1=O	-16	-13	-18	-0.3	10	-3	17	-2	2	-2
CSc1ncccc1C(=O)OCC(=O)N(C)C	-3	1	-4	0.0	14	1	5	-2	-1	-1
COc1ccc(-n2cc(C(=O)O)c(=O)cc2C)cc1	-17	8	-4	-0.3	-19	-3	31	-9	1	13
Cc1ccc(NC(=O)CN(C)S(=O)(=O)c2ccc(Br)s2)cc1F	-11	7	-1	-0.2	19	-5	16	2	4	4
O=C(Nc1ccc(Br)cc1)c1cccc(S(=O)(=O)Nc2cnc3ccccc3c2)c1	-6	36	9	x	-17	2	13	9	-1	0
Cc1ccc(OCC(=O)NCc2ccccn2)cc1	13	-1	-30	-0.2	-11	-5	14	-5	-5	-2
CCOc1ccccc1C(=O)N(CN1CCCC1=O)c1cccc(Cl)c1	19	3	-35	0.1	0	-3	-7	0	1	-2
CC1CC1C(=O)OCC(=O)NNC(=O)COc1ccc(Br)cc1 (stereo not given)	23	-1	x	0.6	-21	12	8	x	x	-3

Bioassay records: PubChem BioAssay, several laboratories
